# Screens: PubChem BioAssay, several laboratories
# EBV gp42 inh: inhibitors of Epstein-Barr virus glycoprotein 42; Q1HVG2; Fluorescence polarization binding assay, mP read-out; inhibition, % (tested at 21.74 µM); actives 0.42% (n = 220,000); AID 1085; in the data active = inhibition above about 50%
# Target sequence (Q1HVG2 whole entry, looked up): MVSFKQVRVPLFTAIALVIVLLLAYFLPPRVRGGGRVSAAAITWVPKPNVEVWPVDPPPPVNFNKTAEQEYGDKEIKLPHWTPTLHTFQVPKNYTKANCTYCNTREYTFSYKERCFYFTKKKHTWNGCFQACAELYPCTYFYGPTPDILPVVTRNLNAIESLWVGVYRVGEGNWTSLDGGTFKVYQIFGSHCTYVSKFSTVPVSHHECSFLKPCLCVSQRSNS
# CHOP inhibitor: blocks CHOP induction under ER stress. inhibition, % at 10 µM. actives 3.8% (n = 220,000). CHO-K1 CHOP-promoter luciferase, tunicamycin-induced, 15-18 h;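 active = compounds that reduced the stress-induced luciferase reporter signal by more than about 70% of percent inhibition, limit read from the data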;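 note: 0% = tunicamycin plus vehicle and 100% = wells without tunicamycin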
# NCF1 inh: inhibitors of human p47phox binding; P14598; p47phox/p22phox peptide binding, fluorescence polarization, 2 h; inhibition, % at 24.7 µM; actives 0.53% (n = 220,000);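 active = inhibition above about 30%, limit read from the data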;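 note: 0% = p47phox with labelled peptide and 100% = labelled peptide alone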
# zfTRPN1 agonist: activates the zebrafish TRPN1 channel; activation, % at 3 µM; AID 1424; actives 0.18% (n = 220,000); HEK293 zebrafish TRPN1-YFP, Fluo-8 calcium fluorescence; 100% = response to 87 µM carbachol;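 active = activation above its plate's cutoff, the mean activation of test wells on that plate plus 3 SD, cut at about 19% in these data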;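 note: 0% = DMSO alone and 100% = 87 µM carbachol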
#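 Assay system: Zebrafish TRPN1-YFP in HEK293 cells | Incubation: Dye loading 1 h at 37 °C, then 30 min room temperature | Measured by: Kinetic Fluo-8 fluorescence, ex 470-495, em 515-575 nm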
# TNF necrop inh: blocks TNF-alpha induced death of Jurkat FADD-/- cells | Jurkat FADD-/- TNF necroptosis rescue, ATP luminescence, 24 h; 0 = TNF only, 100 = no-TNF cells | AID 463075 | actives 0.068% (n = 220,000) | activation (protection from cell death), % at 10 µM;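 active = activation, meaning protection from cell death, of at least 50% relative to plate controls; inactive = activation below 50%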;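 note: necroptosis triggered by 40 ng/mL TNF-alpha added together with compound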
# PPC-1+TRAIL kill: compounds killing PPC-1 cancer cells with TRAIL present (potentiator screen, no TRAIL-free arm). PPC-1 cells + TRAIL, ATPLite viability luminescence. cell killing (% activity), % at 4 µM. actives 0.41% (n = 220,000). AID 1443;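 active = cell killing above 50% in the first pass at 4 µM, then a duplicate retest at 5 µM averaging 50% or more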;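 note: plate controls were cells with TRAIL plus DMSO for no effect and medium-only wells lacking cells for full effect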
# Runt-SMMHC FRET: inhibitors of human RUNX1 Runt domain binding to CBFb-SMMHC; inhibition, % at 20 µM; Cerulean-Runt/Venus-CBFb-SMMHC FRET ratio 530/480, 1 h; actives 0.74% (n = 220,000); AID 1434; Q01196+Q13951;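 active = mean inhibition across duplicate retests at 20 µM reaching about 50%, limit read from the data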;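 note: 0% = DMSO wells and 100% = wells with excess untagged CBFb-SMMHC; inhibitors lower the FRET ratio by blocking Runt binding to CBFb-SMMHC; some results filed as inactive read as strong as hits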
# MDM2 E3 inh: blocks human Mdm2 ubiquitin ligase activity; Q00987; cell-based MDM2 ubiquitination luciferase reporter, 2 h; 0 = plate control, 100 = twice control, blank-subtracted; signal enhancement, % at 5 µM; actives 0.11% (n = 210,000); AID 1230;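 active = signal enhancement of 30% or more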;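 note: luminescence tracks abundance of the self-degrading MDM2-luciferase fusion protein; higher signal means inhibition of MDM2 E3 ligase activity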
# Target sequence (Q00987 whole entry, looked up, the tested form may be a part): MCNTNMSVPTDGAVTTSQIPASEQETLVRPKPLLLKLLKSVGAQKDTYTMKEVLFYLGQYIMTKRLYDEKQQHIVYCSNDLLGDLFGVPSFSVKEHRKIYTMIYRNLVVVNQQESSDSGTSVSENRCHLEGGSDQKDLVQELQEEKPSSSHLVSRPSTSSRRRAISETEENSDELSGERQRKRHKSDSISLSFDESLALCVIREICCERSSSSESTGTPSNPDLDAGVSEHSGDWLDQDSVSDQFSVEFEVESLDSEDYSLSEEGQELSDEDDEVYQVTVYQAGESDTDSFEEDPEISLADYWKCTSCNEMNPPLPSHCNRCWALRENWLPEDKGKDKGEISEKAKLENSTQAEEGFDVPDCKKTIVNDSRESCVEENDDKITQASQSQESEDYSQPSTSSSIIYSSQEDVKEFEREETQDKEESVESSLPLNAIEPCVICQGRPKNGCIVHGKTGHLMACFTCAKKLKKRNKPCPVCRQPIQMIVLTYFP
#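 Assay system: stable mammalian line carrying autodegrading MDM2–luciferase fusion reporter; Input: 2000 cells in each well; Compound dosing: single-point 5 µM; Schedule: 2 h compound exposure at 37 °C; Signal: SteadyLite luciferase luminescence after 15 min room-temperature reagent incubation; Evaluation: % luminescence enhancement versus blank-corrected plate control mean; Benchmarks: plate controls and plate blanks.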
# TRPML3 agonist: activates the human TRPML3 channel. AID 1448. HEK293 TRPML3-YFP, Fluo-8 calcium fluorescence; 100% = the carbachol control signal. Q8TDD5. activation, % at 3 µM. actives 0.29% (n = 220,000);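 active = activation above its plate's cutoff, the mean activation of the plate's test wells plus 3 SD, cut at about 12% in these data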;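 note: 0% = DMSO only wells and 100% = carbachol wells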
#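 Test system: HEK293 cells stably carrying human TRPML3-YFP; Doses: single dose, 3 µM final nominal compound, 0.3% DMSO final; Schedule: dye loading 1 h 37 °C then 30 min ambient, 125 s read; Technique: Fluo-8 calcium fluorescence; Benchmarks: high control carbachol 87 µM, low control DMSO.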
# An asterisk follows results filed as active; nt = no result given. An unsorted share of the library. Share with any hit: about 5.9%.
# Start of the data: the first five compounds (preview)
molecule,zfTRPN1 agonist,TRPML3 agonist,CHOP inhibitor,NCF1 inh,TNF necrop inh,Runt-SMMHC FRET,MDM2 E3 inh,PPC-1+TRAIL kill,EBV gp42 inh
O=C(OCCNC(=O)c1ccc2ccccc2n1)c1cccnc1,0.2,0.6,-4,3,-2.1,1,-9,-5,-16
O=C(NCCCn1ccnc1)c1cn(Cc2ccc(F)cc2)nn1,0.1,0.1,-3,-21,-3.5,2,-1,12,-8
O=C(O)[C@@H]1[C@@H]2C[C@@H]2CN1c1ncccc1[N+](=O)[O-],0.2,0.9,-6,-22,-0.8,-8,-3,13,10
Cn1cnnc1SCC(=O)Nc1cccc(C(=O)O)c1,0.8,0.8,-14,-4,-0.3,0,nt,-4,-19
CN1CCN(C(=S)c2ccc(Cl)cc2)CC1,-0.2,1.3,7,2,0.9,0,-23,8,-4

# The whole of this part, from the first entry:
molecule,zfTRPN1 agonist,TRPML3 agonist,CHOP inhibitor,NCF1 inh,TNF necrop inh,Runt-SMMHC FRET,MDM2 E3 inh,PPC-1+TRAIL kill,EBV gp42 inh
O=C(OCCNC(=O)c1ccc2ccccc2n1)c1cccnc1,0.2,0.6,-4,3,-2.1,1,-9,-5,-16
O=C(NCCCn1ccnc1)c1cn(Cc2ccc(F)cc2)nn1,0.1,0.1,-3,-21,-3.5,2,-1,12,-8
O=C(O)[C@@H]1[C@@H]2C[C@@H]2CN1c1ncccc1[N+](=O)[O-],0.2,0.9,-6,-22,-0.8,-8,-3,13,10
Cn1cnnc1SCC(=O)Nc1cccc(C(=O)O)c1,0.8,0.8,-14,-4,-0.3,0,nt,-4,-19
CN1CCN(C(=S)c2ccc(Cl)cc2)CC1,-0.2,1.3,7,2,0.9,0,-23,8,-4
COc1ccccc1-c1nnc(SCC(=O)NC2CCCCC2)o1,0.2,-0.2,33,-2,-0.1,0,-16,7,-14
Cc1[nH]c(=S)c(C#N)c(-c2ccco2)c1C(=O)N(C)C,3.4,1.3,-14,8,0.3,24,-11,5,-8
CCN(CC)S(=O)(=O)c1cccc(C(=O)Nc2cccnc2)c1,1.6,0.3,-13,-24,-0.3,-6,-2,16,-17
Cc1cc(NC(=O)Nc2ccc(C)c(C)c2)no1,3.5,1.7,-13,-8,1.7,-2,-20,10,7
NC(=O)NCCC1=CCCCC1,-1.2,0.4,17,-7,-1.4,0,-1,20,-13
Cc1sc2ncnc(OCC(=O)N3CCN(C(=O)c4ccco4)CC3)c2c1C,-0.5,0.4,1,-7,1.1,-3,-12,-8,-11
O=C(O)CCCNc1ccc(S(=O)(=O)Nc2ccccc2C(=O)O)cc1C(=O)O,0.6,0.8,1,-9,0.1,-5,-1,-2,-11
Cc1ccc2nc(C)c(Cl)c(=O)n2c1,2.0,1.5,-29,6,-0.4,7,-4,4,-13
Cc1cc(C)n(-c2nc3ccccc3c(=O)n2OCC(=O)OCc2ccccc2)n1,-0.8,0.0,nt,-1,-12,-3,-10,-1,-5
CCOC(=O)/C=C1\SCC(=O)N1CC(=O)Nc1cccc(F)c1,1.1,0.2,9,-42,2.4,0,nt,-2,-20
CC1CCN(CC(=O)Nc2cccc([N+](=O)[O-])c2)CC1,-1.4,0.2,-18,-13,0.7,1,-19,-1,-11
Cc1ccc(CNC(=O)C2CCN(S(=O)(=O)c3c(C)noc3/C=C/c3ccco3)CC2)cc1,-0.8,-0.8,43,-47,-0.4,0,-9,4,-12
CC(NC(=O)c1ccc(OC2CCN(C(=O)c3cccnc3)CC2)cc1)C1CC1 (configuration not stated),2.6,0.8,2,-5,1.5,0,-2,3,-14
Cc1cc(C)n(CC(=O)N/N=C/c2ccccn2)n1,-0.4,-0.5,-20,9,1.6,-1,-3,32,-9
O=c1[nH]ncc(N2CCCC2)c1Cl,0.9,0.7,24,8,0.3,-2,-6,9,-9
Cc1ccc(CC(=O)N2CCN(C(=O)c3ccco3)CC2)cc1,0.2,0.8,-5,0,-0.8,0,-10,13,-9
Cn1c2ccccc2c2nnc(SCc3nnc(-c4ccccc4)o3)nc21,-2.0,0.8,-10,-5,-0.2,nt,0,nt,-11
Cc1cc(C)c(C)c(S(=O)(=O)NCC(=O)NCc2ccco2)c1C,0.0,0.0,22,0,0.1,2,-2,13,-6
O=C(N/N=C/C1=C(N2CCOCC2)C(=C\c2ccccc2)/CC1)Nc1ccccc1,1.9,0.8,82*,-14,2.2,-36,-6,10,-18
Cc1c(NC(=O)CCC(=O)N2CCCCC2)c(=O)n(-c2ccccc2)n1C,1.8,0.1,-8,-5,0.2,0,1,4,-24
O=C(COC(=O)CCc1nc2ccccc2c(=O)[nH]1)Nc1ccccc1Cl,2.0,0.5,-8,-13,1.6,-9,nt,7,17
COCCn1c(Cc2cccn2C)nnc1SCC(=O)Nc1nccs1,0.2,-0.7,6,5,2.0,1,-21,7,1
O=C(CN(Cc1ccccc1F)S(=O)(=O)c1ccc(Cl)cc1)NCCC1=CCCCC1,-0.7,0.3,41,-15,-1.8,-3,-18,0,-11
COc1cccc(-n2c(C)nnc2SCC#N)c1,1.7,0.7,-4,-1,2.3,5,-29,14,-16
COc1ccccc1NS(=O)(=O)c1ccc(Cl)cc1,0.0,0.3,28,-7,-0.6,0,7,9,-9
COc1ccc(-c2csc(Nc3ccc(O)cc3)n2)cc1,-3.0,0.3,19,-6,-9.0,-3,-12,34,-19
N#Cc1ccc(-c2nc3ccccc3nc2-c2ccccc2)cc1C#N,1.7,0.6,-7,-1,1.5,17,-10,0,-3
Cc1nc2sccc2c(=O)n1-c1cccc(Cl)c1,-1.1,0.7,3,-4,-4.8,-6,-16,-2,-28
CCOC(=O)c1ccc(NC(=O)C(C)NS(=O)(=O)c2ccc(OC)cc2)cc1 (configuration not stated),-0.1,-0.7,33,-19,-0.8,-3,-32,34,-9
Cc1nn(-c2ccc(F)cc2)c(Cl)c1/C=C/C(=O)OCC(=O)Nc1c(F)c(F)c(F)c(F)c1F,-0.1,1.1,40,-6,2.0,-12,-4,8,11
Cc1ccc(S(=O)(=O)C2CS(=O)(=O)CC2O)cc1 (configuration not stated),-0.5,1.1,-26,-9,0.6,-8,3,29,-6
COc1ccc(-c2c(S(=O)(=O)c3ccccc3)cnn2-c2ccccc2)cc1,-1.5,-1.4,17,-23,-3.2,1,-14,12,-4
c1cc2nc(C34CC5CC(CC(C5)C3)C4)[nH]c2cn1,0.4,1.1,10,-25,-0.6,1,2,22,-9
CCOC(=O)N1CCN(Cc2cn[nH]c2-c2ccc(-c3ccccc3)cc2)CC1,-0.1,-0.1,22,-4,1.0,-4,-2,14,3
CCC(NC(=O)Nc1nccs1)(C(F)(F)F)C(F)(F)F,-1.0,-1.3,27,-4,2.2,1,2,-4,-1
Cc1cccc(N2CCN(C(=O)c3ccc(Cl)c(S(=O)(=O)NCc4ccco4)c3)CC2)c1C,-1.0,-1.4,nt,-18,-14,2,16,15,-17
Cc1cccc(N2CCN(c3nnnn3-c3ccccc3)CC2C)c1 (configuration not stated),0.5,-0.2,0,0,-0.1,1,-7,9,0
O=C(NCCC1=CCCCC1)C1CCN(C(=O)Cc2ccccc2)CC1,2.5,0.4,-25,-6,0.4,-1,-12,18,-12
O=S(=O)(c1ccc(Br)cc1)N1CCCC1c1nc2ccccc2s1 (configuration not stated),-1.0,-0.5,-16,-5,-3.8,3,-16,12,2
COC(=O)c1cnc(N2CCCN(S(=O)(=O)c3ccccc3)CC2)nc1C(F)(F)F,0.5,13*,25,-7,3.4,-2,-6,2,-10
CCNC(=O)NS(=O)(=O)c1cnccc1Nc1cccc(Cl)c1,0.4,0.0,28,3,0.1,3,-9,28,-4
COc1ccc(CCN(C)C2CC(=O)N(c3ccccc3)C2=O)cc1OC (configuration not stated),-1.7,-0.1,2,-7,2.6,-6,-23,15,-24
CN(C)S(=O)(=O)c1cccc(NC(=O)c2ccc(Sc3nncn3C)c([N+](=O)[O-])c2)c1,0.6,0.8,7,nt,-2.5,-5,-2,26,-7
C=CCn1c(SCC(N)=O)nnc1-c1cnccn1,1.4,-0.4,-9,-1,6.5,0,-1,0,-23
O=C(Nc1cccc(S(=O)(=O)c2cccc(NC(=O)c3ccco3)c2)c1)c1ccco1,10,2.5,13,-58,-9.3,0,nt,4,-12
CC1CN(S(=O)(=O)c2ccc(C(=O)Nc3nnc(-c4ccccn4)o3)cc2)CC(C)O1 (configuration not stated),0.0,0.9,-14,-5,0.4,-6,-2,14,-12
COc1cccc(C(=O)CN2CCC(NC(=O)NC3CCCCC3)CC2)c1,-0.1,0.8,45,-9,-1.3,1,-5,10,-9
CC(C)Nc1nc(NC(C)(C)C)nc(Oc2ccc(=O)n(-c3ccccc3)n2)n1,1.6,0.1,1,-9,-1.7,3,14,1,-13
O=C(Nc1ccc(O)c2c(=O)cc(-c3ccccc3Cl)oc12)c1ccccc1Cl,0.4,1.5,24,0,0.9,1,nt,-6,0
O=C(Cn1cnc2c(cnn2-c2ccc(F)cc2)c1=O)NCc1ccco1,0.6,1.6,nt,-17,-4.0,-25,8,10,-11
CCOC(=O)c1nc2ccccc2s1,0.3,0.6,14,-8,-0.5,2,-10,-13,1
Cc1ccc(Oc2cnn(-c3ccccc3)c(=O)c2Br)cc1,-1.8,-0.8,46,-12,0.2,1,-36,20,-13
CC(NC(=O)C(C)N1C(=O)C2C3CC(C(Br)C3Br)C2C1=O)c1ccccc1 (configuration not stated),6.5,1.9,-11,-12,3.2,1,-1,13,-10
CNC(=O)CSc1nnc(SCCC(=O)O)s1,1.5,1.1,2,-15,1.5,4,8,6,-12
Cc1nn(-c2ccccc2)c2[nH]c(=O)c(CNc3ccc(N4CCOCC4)cc3)cc12,-0.6,-0.6,42,-25,-5.9,-55,-3,6,2
